# SUMO Mot1 rescue: inhibitors of SUMOylation pathway: yeast Mot1-301 growth rescue. AID 2716. S. cerevisiae Mot1-301 growth rescue, ATP luminescence, 38.5C; percent above DMSO median, 100 means doubled. 320,000 compounds, 1% hits. growth rescue, % at 18.8 µM;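 active = every valid replicate shows activation above 250% relative to neutral control wells; inactive = the rest, any valid replicate at or below 250%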;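 also: OY570 slx delta 5 strain wells were the positive control but not used for scaling; some compounds called inactive have numbers as strong as hits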
# E coli growth: bacterial growth inhibition, counter-screen for AddAB inhibitors; E. coli V3065 growth, OD600 absorbance, 18 h; inhibition, % at 11.9 µM; 330,000 compounds, 0.27% hits; AID 449728;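 active = inhibition above the campaign's mean inhibition across all tested compounds plus 3 SD, cut at about 9.9% in these data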;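 also: uninfected addAB+ strain grown without phage in ampicillin broth; 0% = DMSO wells and 100% = ciprofloxacin 0.95 µg/ml wells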
# OPRM1-OPRD1 inv: inverse agonist of human OPRM1-OPRD1 heterodimerization | cell-based MOR-DOR heterodimer luminescence, inverse agonism | inhibition, % at 9.3 µM | 340,000 compounds, 0.21% hits | P35372+P41143; in the data active = inhibition above about 22%, passing the limit was not always enough;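 also: 0% = cells with DMSO and 100% = wells without cells with DMSO; values of inactives mirror those of a sister screen read the other way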
# Target sequence (P35372 whole entry, looked up): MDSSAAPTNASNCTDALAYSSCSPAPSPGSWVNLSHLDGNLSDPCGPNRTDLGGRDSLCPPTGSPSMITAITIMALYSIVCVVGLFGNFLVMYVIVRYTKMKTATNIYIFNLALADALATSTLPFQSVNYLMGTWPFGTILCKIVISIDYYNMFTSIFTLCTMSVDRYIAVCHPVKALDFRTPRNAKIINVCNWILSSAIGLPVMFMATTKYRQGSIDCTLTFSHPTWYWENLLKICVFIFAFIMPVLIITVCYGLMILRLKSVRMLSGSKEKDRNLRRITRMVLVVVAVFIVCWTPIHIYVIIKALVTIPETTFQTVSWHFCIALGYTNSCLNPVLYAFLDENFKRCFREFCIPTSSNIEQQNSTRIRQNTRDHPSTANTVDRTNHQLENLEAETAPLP
# Target sequence (P41143 whole entry, looked up): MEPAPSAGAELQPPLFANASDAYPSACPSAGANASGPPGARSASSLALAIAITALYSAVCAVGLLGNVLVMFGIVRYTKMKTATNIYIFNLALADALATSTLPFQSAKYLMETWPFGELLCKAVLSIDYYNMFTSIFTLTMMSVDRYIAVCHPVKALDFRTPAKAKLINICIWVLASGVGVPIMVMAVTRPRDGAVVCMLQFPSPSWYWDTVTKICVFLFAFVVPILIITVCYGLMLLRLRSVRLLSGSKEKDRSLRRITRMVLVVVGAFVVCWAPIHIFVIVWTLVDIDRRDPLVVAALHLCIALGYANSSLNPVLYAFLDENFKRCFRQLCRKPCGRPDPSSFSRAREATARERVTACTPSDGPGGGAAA
# phage Ecoli inh: E. coli growth loss with phage present. growth absorbance. inhibition, % at 11.9 µM. 360,000 compounds, 0.26% hits; in the data active = inhibition above about 11%
# PKA-R1A activ: PKA-R1A complex activation | PKA-R1A dissociation, Cy5-IP20 fluorescence polarization; scaled: DMSO 0%, 113 µM cGMP 100% | AID 504707 | activation, % at 11.4 µM | P00514+P68181 | 340,000 compounds, 0.083% hits;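 active = percent activation above the mean of all tested compounds plus 3 SD, cut at about 19% in these data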;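 also: higher means more PKAc released from R1A so a rise in polarization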
# OPRM1-OPRD1 ag: agonists of human mu-delta opioid receptor heterodimerization | P35372+P41143 | cells, OPRM1-OPRD1 heterodimerization, luminescence | activation, % at 9.3 µM | 340,000 compounds, 0.3% hits; in the data active = activation above about 18%;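 also: 0% = vehicle-treated cells and 100% = reference agonist; values of inactives mirror those of a sister screen read the other way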
# Tat transport: blocks Tat-dependent protein export in E. coli; 340,000 compounds, 0.036% hits; E. coli MC4100 TorA-mCherry Tat export, fluorescence; inhibition, % at 10 µM;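 active = mean replicate inhibition at least 50% and at least half of replicates individually reaching 50%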;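 also: exported cargo escapes ClpAP degradation while cytoplasmic cargo is degraded and loses fluorescence; 0% = median of neutral control wells and 100% = median of NaSCN control wells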
# PfHsp90 set2: reduces growth (ATP signal) of yeast expressing P. falciparum Hsp90; S. cerevisiae expressing PfHsp90, BacTiter-Glo ATP, 48 h; yeast lacking PDR1 and PDR3 efflux regulators; inhibition, % at 9.4 µM; 310,000 compounds, 0.32% hits;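 active = every replicate shows inhibition above about 80%, whatever the replicate mean, limit read from the data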;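 also: 0% = DMSO neutral controls and 100% = 20 µM radicicol positive controls; yeast relying on Plasmodium falciparum Hsp90 in place of its own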
# Pemphigus Ab inh: blocks pemphigus antibody binding to human desmoglein-3 | P32926 | DSG3-coupled beads, scFv-anti-DSG3-GFP binding, flow cytometry; stronger effect = lower value | binding (percent of control), % at 10 µM | 310,000 compounds, 0.48% hits;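 active = binding more than 3 SD below its plate's average and above zero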; also: some compounds called inactive have numbers as strong as hits
# Arrestin-AP2 inh: inhibitors of human beta-arrestin and AP2 interaction | AID 504490 | inhibition, % at 10 µM | 340,000 compounds, 0.31% hits | FITC-arrestin peptide / GST-AP2 beads, flow cytometry; AP2 beta2 appendage carries R879A mutation;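 active = inhibition above a set limit, near 3 SD of compounds lacking own fluorescence, cut at about 54% in these data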;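 also: plate controls were DMSO wells for no effect and 5 µM unlabelled arrestin peptide for full effect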
#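 Test system: GST-tagged AP2 beta2-adaptin appendage (R879A) on 4 µm glutathione beads; also added: fluorescein-tagged arrestin peptide at 50 nM final; timing: 12 min plus 1 h, RT; signal: flow cytometry, FL1 (488/535 nm); read-out: percent drop in bead-associated FITC signal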
# AddAB inh: less growth of phage-infected E. coli with AddAB. 330,000 compounds, 0.29% hits. inhibition, % at 11.9 µM. AID 435030. E. coli expressing H. pylori AddAB, absorbance growth; in the data active = inhibition above about 12%;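 also: 0% = vehicle wells of infected cells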
# Active calls of the source: *; i = inactive; . = not tested or not shown; & = joins results of further samples.
SMILES,SUMO Mot1 rescue,E coli growth,OPRM1-OPRD1 inv,phage Ecoli inh,PKA-R1A activ,OPRM1-OPRD1 ag,Tat transport,PfHsp90 set2,Pemphigus Ab inh,Arrestin-AP2 inh,AddAB inh
CC1CC(C)CN(C(=O)COC(=O)c2cc([N+](=O)[O-])ccc2N2CCOCC2)C1 (stereo not drawn),31,-3.5,14,1.0,8,-2.1,-3,.,98,1,0.7
CCc1ccc(C(=O)Nc2nc3ccccc3[nH]2)cc1,-11,-2.7,-18,-6.0,-8,3.5,-7,8,99,2,-0.5
CC(C)NC(=O)COc1nncc2ccccc12,-17,1.2,-8,1.8,-16,1.4,-16,-21,99,-4,-1.4
N#Cc1c(-c2ccccc2)c(C#N)c2nc3ccccc3n2c1N,5,-1.7,-38,2.6,-12,6.9,-2,-5,138,17,0.8
Cc1cc(C)c(NS(=O)(=O)c2ccc3c(c2)n(C)c(=O)n3C)c(C)c1,-12,-0.9,0,0.8,-6,0.1,-2,19,106,13,1.0
CC(C)(C)NC(=O)CSc1nc(Cc2ccccc2)nc2ccccc12,43,-1.6,-12,1.0,-4,2.4,4,-11,128,6,1.5
O=C(O)CCCCCn1c(SCc2cc(=O)n3cc(Cl)ccc3n2)nc2ccsc2c1=O,-3,1.9,7,4.3,7,-1.2,1,-4,99,1,2.1
CC(NC(=O)Nc1ccc(Cl)cc1)c1ccccc1 (stereo not drawn),i,.,2,3.3,-2,-0.5,-1,12,93,-6,.
O=C(CN1C(=O)CCS(=O)(=O)c2ccccc21)Nc1cccc(Cl)c1,1,-1.0,14,2.6,-8,-2.3,3,0,101,8,0.5
O=C(COC(=O)[C@@H]1CCCN1S(=O)(=O)c1ccc(Cl)cc1)NCC(F)(F)F,2,-1.0,1,0.3,4,-0.3,7,18,.,5,2.5
Cc1oc2c(c(C)cc3oc(=O)c(CC(=O)NCCC(=O)O)c(C)c32)c1C,11,.,8,-0.7,0,-1.9,1,39,95,3,.
Cc1ccc(NC(=O)C2CCN(S(=O)(=O)c3ccc4c(c3)NC(=O)CO4)CC2)cc1,-3,-2.3,0,1.4,4,0.1,-11,-49,100,40,0.7
O=C(CN1C(=O)c2ccccc2S1(=O)=O)NCCSCc1ccccc1Cl,126,-0.3,12,-0.6,-5,-2.0,-4,-26,.,33,4.2
Cc1ccc(C2C(=O)c3ccccc3C2=O)cc1,27,1.8,18,-0.5,-16,-4.0,2,1,96,29,-0.7
COc1ccc2c(c1)CCN=C2Cc1ccc(OC)c(OC)c1,13,-1.3,-2,0.9,-10,0.3,-3,-8,96,20,0.9
Cc1cccc([C@@H]2[C@@H]3C(=O)N(Cc4ccccc4)C(=O)[C@@H]3[C@]3(C)C(=O)N(c4cccc(F)c4)C(=O)N23)c1,32,-3.2,4,2.4,-11,-0.7,3,-12,106,1,0.8
COc1ccc(C2=Nc3cccc4cccc(c34)N2)cc1,-14,0.2,20,0.3,-4,-3.5,-10,17,97,8,-1.8
Cc1[nH]nc2c1C(c1ccc(N(C)C)cc1)C1=C(CC(C)(C)CC1=O)N2 (stereo not drawn),-10,-0.2,7,3.2,-8,-1.3,-4,-11,97,-28,0.0
CC(C)OCCCNCC(O)c1ccccc1 (stereo not drawn),-8,1.1,13,1.0,0,-2.5,-6,-6,95,30,0.6
Cc1oc(-c2ccccc2Cl)nc1CS(=O)CC(=O)NCc1ccc2c(c1)OCO2 (stereo not drawn),0,2.2,-2,1.1,6,0.4,-6,2,82,14,2.7
O=C(CNc1ccc(Br)cc1)c1ccccc1,5,-0.6,13,3.0,-11,-2.6,4,.,97,-3,1.4
COC(=O)c1c(NC(=S)NC(=O)c2ccco2)sc2c1CCCC2,17,0.9,5,3.3,8,-0.9,1,13,96,7,2.8
Cc1cc(C)nc(/N=C(\N)Nc2cc([N+](=O)[O-])ccc2C)n1,-9,2.1,-1,2.6,2,0.1,1,-10,.,24,2.1
COc1ccccc1-n1c(C)c(C(C)=O)c2cc(O)ccc21,-13,-1.2,2,-0.6,-4,-0.4,0,-3,118,25,0.8
Cc1cc(C)nc(NCCCc2ccccc2)n1,6,0.4,0,5.6,-6,0.1,-4,0,100,-3,0.4
CCOc1ccc(NC(=O)C2CC(=O)N(c3cc(C)cc(C)c3)C2)cc1 (stereo not drawn),.,0.1,-2,1.3,-2,0.4,-6,-6,114,2,0.0
O=C(O)/C=C(\Oc1ccccc1)C1(O)CCCCC1,23,2.1,-9,2.1,-9,1.8,3,-17,97,4,1.8
COCc1c(C(=O)OCC(=O)N2c3ccccc3NC(=O)C2(C)C)oc2ccccc12,.,.,13,2.1,1,-2.7,-8,4,98,-1,.
COc1cccc(NC(=O)CN(c2ccc(C)cc2)S(=O)(=O)c2c(C)nn(C)c2C)c1,1,0.2,13,1.3,-6,-2.6,1,3,100,4,3.1
COc1ccc(OCC(=O)Nc2cc(NC(=O)COc3ccc(OC)cc3)cc(C(=O)O)c2)cc1,-16,-0.1,3,0.1,-2,-0.7,-12,-44,118,-4,0.9
Cc1ccc(C23CC4CC(CC(C(=O)NC(C)C(=O)O)(C4)C2)C3)cc1 (stereo not drawn),-9,1.0,9,4.1,-11,-2.0,-2,30,98,8,2.4
O=C(CN1C(=O)S/C(=C\c2ccccc2Cl)C1=O)NC1C=CS(=O)(=O)C1 (stereo not drawn),5,1.3,-1,-0.9,1,0.1,-10,-19,.,-15,1.4
COc1ccc(CCN(C)Cc2nc(Cc3ccc(OC)c(OC)c3)no2)cc1OC,111,0.2,15,-0.3,-11,-2.9,-2,-3,89,21,0.6
Cc1ccc(C(=O)NCC(=O)OCC(=O)c2ccccc2)s1,235,0.8,20,0.5,-4,-5.0,6,-12,84,1,2.5
Cc1ccc(-c2nnn(CC(=O)N(CCCO)C(C(=O)NC3CCCC3)c3ccc(F)cc3)n2)o1 (stereo not drawn),18,-1.9,17,-0.2,10,-3.2,7,7,110,5,1.2
Cc1ccc(NN2C(=O)C=C(c3ccc(Cl)cc3)C2=O)cc1,572*,-2.9,6,2.7,-11,-1.2,-15,120*,135,-4,1.6
O=C(c1nc2ccccn2c1CNCCCn1ncc2ccccc21)N1CCOCC1,42,-2.3,-6,4.0,9,0.9,1,-12,104,9,-1.2
COc1ccc2c(-c3ccc(S(N)(=O)=O)cc3)c(-c3ccc(S(C)(=O)=O)cc3)sc2c1,.,-2.0,14,2.5,-5,-3.0,-4,-11,94,-29,0.8
CC1CCCCN1CC(=O)Nc1sccc1C#N (stereo not drawn),8,-1.4,1,0.2,-1,-0.2,-10,33,99,5,0.1
Cn1c(=O)c2c(nc(N3CCCCCC3)n2CCSc2nc3ccccc3o2)n(C)c1=O,423*,1.3,7,0.6,-3,-1.2,-9,-17,100,0,1.7
Cc1ccc(NC(=O)c2csc(-c3ccccc3)c2C)cc1,.,.,-43,3.7,-7,8.4,4,-1,-24*,-3,.
O=C1NC2(CCCCC2)N=C1c1ccc(Br)cc1,0,0.3,-13,-1.5,7,2.1,14,-7,.,1,4.0
CC(=O)CC1(O)C(=O)Nc2ccccc21 (stereo not drawn),-15,-0.3,7,3.1&0.0,1,-1.4,7,5,99,7,-0.1
C[C@H](NC(=O)c1ccc(Cl)cc1)C(=O)OCn1nnc2ccccc2c1=O,-5,0.9,11,2.4,-3,-2.6,0,.,98,14,-1.5
Cc1nnc(SCCN2C(=O)c3ccccc3C2=O)nc1C,-4,-0.3,15,0.2,-11,-2.6,5,-4,103,-4,4.1
CCCCCC(/C=N/Nc1ccc(S(=O)(=O)N2CCOCC2)cc1[N+](=O)[O-])=C\c1ccccc1,2,-0.5,8,1.3,8,-1.6,-5,.,.,24,1.4
CCc1cccc(CC)c1NC(=S)Nc1ccccc1,320,-1.9,14,1.4,-1,-2.9,-8,14,95,3,4.0
COc1cccc(C(=O)NC2CCCN(C3Cc4ccccc4C3)C2)c1OC (stereo not drawn),165,1.7,14,3.0,-7,-2.7,5,18,92,-1,1.0
COc1ccc([N+](=O)[O-])cc1N(CC(=O)Nc1ccccc1C(=O)N1CCCC1)S(C)(=O)=O,-1,0.9,3,1.4,5,-0.6,6,28,102,28,1.0
O=C(C1CCN(S(=O)(=O)N2CCC3(CC2)OCCO3)CC1)N1CCc2ccccc2C1,154,-0.8,-3,0.9,0,0.5,0,-8,99,-3,1.6
# Going on with the list.
SMILES,SUMO Mot1 rescue,E coli growth,OPRM1-OPRD1 inv,phage Ecoli inh,PKA-R1A activ,OPRM1-OPRD1 ag,Tat transport,PfHsp90 set2,Pemphigus Ab inh,Arrestin-AP2 inh,AddAB inh
CCCS(=O)(=O)Nc1cccc(-c2cn3c(n2)SCC3)c1,2,0.5,8,1.9,-8,-1.6,-8,-7,100,-7,2.1
Cc1ccc(S(=O)(=O)N2CCN(C(=O)CCC(=O)NCc3ccc(F)cc3)CC2)cc1,8,-2.3,10,3.9,-17,-1.9,0,.,115,26,4.5
Cc1cc(C)n(Cc2n[nH]c(=S)n2Cc2ccccc2)n1,4,2.5,11,0.4,6,-1.9,-1,6,106,3,2.8
O=C(Nc1ccc2c(c1)OCCO2)c1cncc(Br)c1,-14,1.5,14,6.0,-8,-2.4,-2,.,.,-5,2.9
Cc1nn(C)c(C)c1NC(=O)c1ccc(Br)o1,-12,1.9,13,-0.1,-11,-2.4,5,-7,100,11,2.2
CCN(CC)S(=O)(=O)c1ccc(C)c(C)c1,14,1.5,14,2.2,-15,-2.8,6,7,98,32,2.5
Cc1cc2ncn(-c3ncccc3[N+](=O)[O-])c2cc1C,2,3.5,-16,1.5,-2,2.5,1,-4,90,20,1.4
COc1cccc(C2=NOC(C(=O)NCc3ccco3)C2)c1 (stereo not drawn),-14,0.2,12,3.0,-13,-2.4,-10,-15,100,-11,0.5
O=C(c1ccccc1)c1cc([N+](=O)[O-])ccc1N1CCCC1,9,3.6,5,-0.7,8,-1.0,-3,-2,103,9,4.8
CCOC(=O)c1[nH]c2ccc(OC)cc2c1NC(=O)N1CCOCC1,-19,4.5,-1,2.9,-9,0.2,-15,0,.,18,2.7
COc1ccccc1Nc1nc(NCC(C)C)nc(N)c1[N+](=O)[O-],-10,0.3,9,0.7,-6,-1.9,14,-75,.,3,0.9
COC(=O)c1cc(=O)nc2sccn12,164,0.1,4,-0.8,6,-0.7,3,-10,115,13,2.1

# Quoted at random: two records from the list, in no set order.
SMILES,SUMO Mot1 rescue,E coli growth,OPRM1-OPRD1 inv,phage Ecoli inh,PKA-R1A activ,OPRM1-OPRD1 ag,Tat transport,PfHsp90 set2,Pemphigus Ab inh,Arrestin-AP2 inh,AddAB inh
Cc1oc2c(c(C)cc3oc(=O)c(CC(=O)NCCC(=O)O)c(C)c32)c1C,11,.,8,-0.7,0,-1.9,1,39,95,3,.
CCOC(=O)c1[nH]c2ccc(OC)cc2c1NC(=O)N1CCOCC1,-19,4.5,-1,2.9,-9,0.2,-15,0,.,18,2.7

# Screens: PubChem, several laboratories
